Bioassay records as filed in PubChem.
FUS yeast rescue: rescues growth of FUS-expressing yeast; S. cerevisiae FUS-expressing, growth rescue, OD600, 24 h; Potency, µM (series often up to 76.6 µM), for inactives: at the top dose growth rescue (activation), hits mostly activators; 0.24% of 390,000 active; AID 1347120;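 note: potency is the fitted concentration of half-maximal effect; plate controls were DMSO vehicle for no effect and reference control for full effect; nearly all actives have a fitted effect of over 55% in size; some results filed as inactive show a strong effect at the top dose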
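Yeast FUS proteinopathy model; galactose-induced FUS (2%), starting OD 0.005. Cpds in dilution series, 24hr, 30C, 99% humidity. Abs 600 nm growth. Pos ctrl CP55940 (top 92uM final); neg ctrl DMSO.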
aSyn yeast inh: inhibitors of alpha-synuclein toxicity in yeast; Yeast expressing alpha-synuclein, growth rescue, BacTiter-Glo, 24 h; Potency, µM (top dose mostly 46.1 µM), without a hit: top-dose growth rescue (activation), hits mostly activators; 0.14% of 370,000 active; note: potency is the fitted concentration of half-maximal effect; % of control where 0% means no effect; nearly all actives have a fitted effect of over 65% in size
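Readout is rescue of growth in alpha-synuclein-expressing yeast, so inhibitors of toxicity appear as activators. Growth after 24 hr at 30 deg C in galactose medium is quantified by luminescence.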
TDP43 rescue: inhibitors of TDP-43 toxicity in yeast. 1.8% of 410,000 active. Potency, µM (doses to about 46.1 µM), without a hit: at the top dose growth rescue (activation), hits mostly activators. TDP-43 expressing yeast growth rescue, BacTiter-Glo, 24 h; note: potency is the fitted concentration of half-maximal effect; % of control where 0% means no effect; nearly all actives have a fitted effect of over 50% in size
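Readout is BacTiter-Glo luminescence of cell growth, so inhibitors register as activators. TDP-43-expressing yeast at OD600=0.02 in galactose medium, after raffinose pregrowth to mid-log, were incubated with compound for 24 hr at 30 deg C.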
GLP-1R inv ag: inverse agonists of human GLP-1 receptor | HEK293 GLP-1R CRE-luciferase, luminescence, 24 h; GLP-1R form is constitutively active | Potency, µM (series often up to 38.3 µM), inactives show at the top dose activity change, negative = inhibition, most hits filed as inhibitors | 1.6% of 410,000 active | P43220 | AID 624417; note: potency is the fitted concentration of half-maximal effect; % is set by controls: 0 for no effect and ±100 for the full control effect; nearly all actives have a fitted effect of over 55% in size
Target sequence (P43220 whole entry, looked up): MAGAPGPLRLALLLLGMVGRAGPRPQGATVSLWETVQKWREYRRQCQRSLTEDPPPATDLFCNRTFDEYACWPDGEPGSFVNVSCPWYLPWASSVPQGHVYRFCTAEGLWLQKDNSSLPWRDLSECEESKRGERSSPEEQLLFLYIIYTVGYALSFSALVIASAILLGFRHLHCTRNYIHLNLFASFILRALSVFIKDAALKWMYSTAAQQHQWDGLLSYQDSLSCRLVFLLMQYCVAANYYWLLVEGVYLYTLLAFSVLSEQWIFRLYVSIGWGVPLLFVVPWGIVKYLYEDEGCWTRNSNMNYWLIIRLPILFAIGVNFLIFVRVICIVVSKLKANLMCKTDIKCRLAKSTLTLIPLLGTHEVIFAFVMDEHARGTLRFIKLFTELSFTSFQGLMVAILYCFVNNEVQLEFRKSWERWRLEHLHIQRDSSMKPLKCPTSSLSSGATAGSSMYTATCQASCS
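HEK293 cells stably co-expressing a cAMP-responsive luciferase reporter and constitutively active GLP-1R were seeded, incubated 12 h, then exposed to compounds for 24 h at 37 C. Luminescence was read 12 min after detection reagent; inverse agonists lower signal.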
DRD3 antagonist: blocks the human D3 dopamine receptor | P35462 | D3R cells, DiscoveRx beta-arrestin luminescence, antagonist mode; hits give low values | max response, negative = inhibition, % | 2.5% of 360,000 active; in the data active = max response below about -50%; inconclusive = no clear call, values can overlap the other calls; note: % is set by controls: 0 for no effect and ±100 for the full control effect; mostly tested at two doses, the higher about 12 µM
Target sequence (P35462 whole entry, looked up): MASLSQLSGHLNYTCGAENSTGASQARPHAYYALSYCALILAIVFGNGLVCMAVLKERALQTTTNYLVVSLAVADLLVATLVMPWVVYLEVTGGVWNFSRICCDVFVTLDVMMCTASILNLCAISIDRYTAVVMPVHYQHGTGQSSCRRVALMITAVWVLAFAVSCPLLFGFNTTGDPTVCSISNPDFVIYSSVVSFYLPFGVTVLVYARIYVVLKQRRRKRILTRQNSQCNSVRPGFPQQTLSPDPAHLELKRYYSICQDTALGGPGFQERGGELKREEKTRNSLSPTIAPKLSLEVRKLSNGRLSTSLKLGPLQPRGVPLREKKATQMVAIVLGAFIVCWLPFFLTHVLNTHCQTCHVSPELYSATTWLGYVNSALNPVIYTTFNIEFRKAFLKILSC
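Cells plated overnight at 1500 cells/well, then exposed to library compounds with dopamine controls for 90 minutes at 37 degrees C. DiscoveRx reagent added for 30–60 minutes at room temperature; luminescence read, quantitative HTS format.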
PTHR1 agonist: PTHR1 (human) receptor agonism. Potency, µM (highest dose often 115 µM), for the others: top-dose activation, hits mostly activators. 0.075% of 410,000 active. AID 743266. HEK293 GP2 PTHR1 cells, GloSensor cAMP luminescence, 1 h; note: potency is the fitted concentration of half-maximal effect; nearly all actives have a fitted effect of over 55% in size; some results filed as inactive show a strong effect at the top dose; inactives centre near -15; many of its hits are not listed in these tables
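HEK-293-derived GP2 cells expressing PTHR1 and a GloSensor cAMP reporter, 3,000/well, plated overnight, given luciferin plus IBMX (each 0.5 mM as added) for 1 h at 37 °C, then compound for 1 h at 37 °C. Luminescence was read after 15 min at room temperature.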
GLP1R ag: GLP-1 receptor (human) agonism | 0.007% of 380,000 active | P43220 | HEK293 GLP-1R CRE-luciferase, luminescence, 4-6 h; cells express a hypersensitive GLP-1R form | Potency, µM (titrated, usually from 45.6 µM), inactives show at the top dose activation, hits mostly activators | AID 624172; note: potency is the fitted concentration of half-maximal effect; % of control where 0% means no effect
Abeta yeast res: A-beta toxicity reversal in yeast | yeast expressing A-beta42, growth rescue, OD600, 48 h; response scale: 0% DMSO, 100% iron-clioquinol control | Potency, µM (doses to about 46.1 µM), without a hit: at the top dose growth rescue, actives largely listed as activators | 0.063% of 410,000 active; note: potency is the fitted concentration of half-maximal effect; nearly all actives have a fitted effect of over 55% in size
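Yeast A-beta toxicity model in growth medium with pinned compounds, 48 h at 30 C; growth read as absorbance at 600 nm. Normalized to FeCl3/clioquinol equimolar mix (positive) and DMSO (negative).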
Akt phos inh: inhibitors of Akt phosphorylation; Neuro2A IGF-stimulated pAkt S473 HTRF, 20 min; hits give low values; activity change, % for hits at 50 µM; 0.32% of 360,000 active; in the data active = activity change below about -80%; inconclusive = mostly about -51% to -80%; note: % is set by controls: 0 for no effect and ±100 for the full control effect
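Neuro2A cells (4,500/well, DMEM with 0.5% FBS) were treated with compound at a single 50 µM final concentration, stimulated with 6 nM IGF for 20 min at 37 °C, and lysed. Phospho-Akt Ser473 was read by HTRF as 665/615 ratio ×10^4.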
* hit, by the source's call; i = inactive; ? = inconclusive; · = no result given; & = joins results of further samples; [ ] = another dose, or the depositor's remark. Unless noted, calls come from the whole dose curve; as a rule, active = well fitted curve in the direction sought with a large enough effect; inconclusive = small, poorly fitted or top-dose-only effect, or another doubt; inactive = no such curve, though single readings can be large; an effect the other way counts as inactive or inconclusive. Only part of the results is shown; the hit share may differ from the screen's.

SMILES	FUS yeast rescue	aSyn yeast inh	TDP43 rescue	GLP-1R inv ag	DRD3 antagonist	PTHR1 agonist	GLP1R ag	Abeta yeast res	Akt phos inh
Cn1ccnc1SCC(=O)NC1(C#N)CCCCC1	-18%	3%	-4%	8%	7	i	4%	-1%	i
CCc1ccc(NC(=O)CSc2c(C)cnc3c2c(=O)n(C)c(=O)n3C)cc1	7%	·	14%	11%	·	-8%	·	-1%	·
COC(=O)C1Cc2c([nH]c3ccccc23)C2CCC(=O)N12 (stereo unspecified)	5%	-3%	0%	12%	25	i	0%	10%	i
CCN1CCN(c2ccc(NC(=O)c3ccc4c(c3)OCO4)cc2)CC1	·	8%	?	3%	4	i	1%	0%	i
COc1ccc(CC(=O)Nc2ccc3nc(SC)sc3c2)cc1OC	?	1%	·	14%	0	-1%	-3%	11%	i
C/C(CCc1ccco1)=N/NC(=O)CCC(=O)Nc1ccc(Br)cc1	23%	1%	-13%[0.397 µM]	-44%	13	i	14%	-11%	i
CC(C)CC(NC(=O)/C(=C\c1ccco1)NC(=O)c1ccco1)C(=O)O (stereo unspecified)	-8%	-6%	5%	4%	-4	-18%	-4%	6%	i
Cc1ccc(NC(=O)CSc2nnc(-c3ccncc3)o2)cc1C	-7%	-5%	15%[9.22 µM]	3%[7.66 µM]	14	-14%	7%	-1%	i
COc1ccccc1-c1cc(C(=O)NCCCn2ccnc2)no1	13%	1%	-15%	0%	?	i	-2%	-12%	i
CCc1nc(N2CCN(C(=O)c3ccco3)CC2)c(C#N)c2c1COC(C)(C)C2	5%	8%	25%	-3%	12	-28%	20%	-4%	i
CCCN1C2CCCC1CC(NC(=O)c1ccc(F)cc1)C2 (stereo unspecified)	17%	-13%	15%	-2%	21	i	-6%	-4%	i
CN(Cc1ccccc1)C(=O)CSc1nc2ccsc2c(=O)n1-c1ccc(F)cc1	22%	·	-10%	1%	·	-20%	·	-6%	·
Cc1ccc(NC(=O)c2ccc(=O)n(CC(=O)Nc3ccccc3)n2)cc1	2%&-4%	-1%	3%&17%	1%&7%	-7	-19%	0%	-12%&-13%	i
CCOC(=O)C1=C(CC)OC(N)=C(C#N)C1c1ccsc1 (stereo unspecified)	·	-10%	8%	13%	11	-47%[inhibitor]	-4%	-3%	i
CC1=C(C(=O)Nc2cccnc2)C(c2cccc(Br)c2)n2nc(SCc3ccccc3)nc2N1 (stereo unspecified)	-3%	·	14%	15%	·	-6%	-2%	-2%	·
Cc1ccc(Cl)cc1N1CCN(C(=O)CCc2nnc3n(C)c(=O)c4ccccc4n23)CC1	28%	·	1%	-5%	·	i	·	-11%	·
N#C/C(=N\Nc1ccc(Br)cc1)C(=N)N1CCOCC1	-17%	?	5%	2%	4	-25%	6%	3%	i
COc1ccc(CC(=O)Nc2ccc(N3CCOCC3)cc2)cc1OC	14%	3%	14%	8%	26	-22%	19%	9%	i
Cc1cccc(C(=O)OCC(=O)Nc2ccc3c(c2)OCCO3)c1O	-13%	-10%	?	-18%	13	-2%	10%	-3%	i
Cc1cc(C)c(NC(=O)COC(=O)/C=C/c2cccc(C(F)(F)F)c2)c(C)c1	·	-1%	10%	9%	4	-1%	-1%	-7%	i
COC(=O)c1ccc(NC(=O)CC2C(=O)N(c3ccc(Cl)cc3)C(=O)N2Cc2ccco2)cc1 (stereo unspecified)	13%	·	-9%	?	·	-17%	·	-32%[inhibitor]	·
O=C1NC[C@H](Cc2ccccc2)N(C[C@H]2CCCN2C[C@H](Cc2ccccc2)N2C[C@H](Cc3ccccc3)N(CCc3ccccc3)C(=O)C2=O)C1=O	26%	1%	-3%	?	-7	-80%[inhibitor]	-3%	-6%	i
Cc1ccccc1N1CCN(C2CCCN(C(=O)CCc3c(C)noc3C)C2)CC1 (stereo unspecified)	·	-8%	7%	-15%	?	-18%	12%	-5%	i
CCOC(=O)C1CCN(S(=O)(=O)Cc2ccccc2)CC1	17%	-3%	0%	0%	23	?	5%	6%	·

Quoted from above (three entries):
SMILES	FUS yeast rescue	aSyn yeast inh	TDP43 rescue	GLP-1R inv ag	DRD3 antagonist	PTHR1 agonist	GLP1R ag	Abeta yeast res	Akt phos inh
O=C1NC[C@H](Cc2ccccc2)N(C[C@H]2CCCN2C[C@H](Cc2ccccc2)N2C[C@H](Cc3ccccc3)N(CCc3ccccc3)C(=O)C2=O)C1=O	26%	1%	-3%	?	-7	-80%[inhibitor]	-3%	-6%	i
Cc1ccccc1N1CCN(C2CCCN(C(=O)CCc3c(C)noc3C)C2)CC1 (stereo unspecified)	·	-8%	7%	-15%	?	-18%	12%	-5%	i
CCOC(=O)C1CCN(S(=O)(=O)Cc2ccccc2)CC1	17%	-3%	0%	0%	23	?	5%	6%	·

Going on with the list.
SMILES	FUS yeast rescue	aSyn yeast inh	TDP43 rescue	GLP-1R inv ag	DRD3 antagonist	PTHR1 agonist	GLP1R ag	Abeta yeast res	Akt phos inh
CCOC(=O)c1ccc(NC(=O)NCc2c(C)nn(CC)c2C)cc1	6%	8%	10%	-8%[7.66 µM]	16	-24%	-1%	0%	i
O=C(CNC(=S)N(CCCN1CCOCC1)Cc1cccs1)NCc1ccc(Cl)cc1	5%	-3%	13%	?	-21	i	4%	-5%	i
CC(C)[C@@H]1Cc2[nH]n(C)c(=O)c2[C@H](c2ccc(Cl)cc2)O1	-12%	-10%	20%	1%	-17	-33%[inhibitor]	-3%	-4%	i
O=C(CCNC(=O)c1ccc(Br)cc1)NCC(c1ccco1)N1CCCCC1 (stereo unspecified)	-25%	-3%	16%	?	-18	i	4%	-18%	i
CCc1nnc(NC(=O)CSc2ncc(-c3ccccc3)n2C)s1	18%	4%	0%	12%	29	i	3%	12%	i
CC(C)(C)c1ccc2c(c1)N(CC(=O)N1CCCC1)C(=O)CO2	-20%	13%	-3%	20%	11	-17%	-3%	-1%	i
CC(C(=O)NCc1ccccc1)n1ccc2cc(S(=O)(=O)N3CCCC3)ccc21 (stereo unspecified)	26%	·	11%	-8%	·	-1%	·	2%	·
CNC(=S)NNC(=O)c1ccccc1Br	10%	3%	6%	5%	0	i	-2%	-7%	i
Cc1ccc2nc3cc([N+](=O)[O-])cc([N+](=O)[O-])c3cc2c1	-40%	-39%[inhibitor]	0%	16%	-17	-76%[inhibitor]	17%	-92%[inhibitor]	i
O=C(Nc1ccc(C(F)(F)F)cc1)c1ccccc1Br	0%	-13%	24%	?	2	-24%	11%	?	i
CCCCN(CC)S(=O)(=O)c1ccccc1	-14%	·	4%	6%	17	i	18%	18%	·
O=C(c1ccc2c(c1)N(Cc1ccccc1)C(=O)c1ccccc1S2)N1CCCC1	·	-6%	20%	-8%	47	-11%	-3%	0%	i
Cc1c(C(=O)OC2CCCC2)[nH]c2c1C(=O)CC(c1ccc(C(C)(C)C)cc1)C2 (stereo unspecified)	-3%	·	13%	-6%	·	-8%	·	-9%	·
COc1ccc(OCc2cc(C(=O)N(C)Cc3nnc(C)o3)no2)c(Cl)c1	11%	5%	23%	-12%	7	-20%	-5%	2%	i
COC(=O)c1cn(NC(=O)/C=C/c2cc(OC)ccc2OC)c(=O)c2ccccc12	·	0%	1%	-5%	9	i	13%	-8%	i
O=C(O)CCCCCCNS(=O)(=O)c1ccccc1	-16%	·	-1%	0%	29	i	1%	6%	·
Cc1cccc[n+]1CC(=O)c1ccc(NC(=O)c2ccccc2)cc1	14%	5%	21%	2%	13	i	0%	-16%	i
COc1ccc(C=O)cc1OC(=O)C1(C)Cc2ccccc2C(=O)O1 (stereo unspecified)	-16%	-2%	-17%	4%	-1	i	1%	-1%	i
CC1CCCCN1CC(O)COCCC12CC3CC(CC(C3)C1)C2 (stereo unspecified)	-7%	-2%	-14%	?	-1	1%	-1%	0%	i
Cc1cc(C(=O)NNC(=S)NC2CCCCC2)cs1	20%	0%	24%	-7%	-29	i	3%	23%	i
CCCS/C(N)=N/N=C/c1cc(C)ccc1O	-11%	5%	12%	?	-22	-24%[57.5 µM]	?	-16%	·
CC1(C)CC(=O)C(C=Nc2ccc(Cl)cn2)=C(O)C1	0%	6%	17%	-5%	11	-13%	-1%	-10%	i
O=C(COC(=O)c1nc(Cl)ccc1Cl)Nc1ccccc1OC(F)F	-4%	5%	30%	9%	2	-20%	-1%	?	i
N#CCC(=O)N/N=C/c1ccccc1Cl	-9%	-2%	5%	12%	-19	-18%	7%	-14%	i
Cc1ccc(S(=O)(=O)N(CC(=O)N2CCOCC2)c2ccccc2F)cc1	-24%	8%	-9%	?	-8	-8%	17%	-2%	i
COc1cccc2cc(-c3nnc(SCC(=O)Nc4ccc(NC(C)=O)cc4)n3C)oc12	24%	-2%	-9%	13%	12	i	24%	-1%	i
Cc1ccc(Cc2nc3ccccc3nc2SCC(=O)N2CCc3ccccc32)cc1	6%	·	8%	0%	·	-23%	0%	-4%	·
COc1ccc(-c2cc(C(=O)O)sc2C)cc1	7%	2%	22µM*	21%	12	-23%	0%	11%	i
COc1ccc(NC(=O)[C@H](Cc2c[nH]c3ccccc23)NC(=O)[C@@H]2Cc3ccccc3CN2)cc1	13%	0%	2%	5.6µM*	-3	-14%	0%	-5%	i
COc1ccc(OC)c(CNC(=O)CCN2C(=O)COc3ccccc32)c1	11%	13%	-18%	6%	-17	6%[57.5 µM]	7%	1%	i
CN(C)C(=O)c1coc2nc3ccccc3nc12	21%	2%	-10%	-17%	-19	-9%	-2%	-3%	i
CCN1CCN(S(=O)(=O)c2ccc3ccccc3c2)CC1	24%	6%	-24%	-2%	21	i	3%	10%	i
O=C(c1ccc(Cl)s1)N1CCOCC1	18%	-8%	-7%	0%	-8	-9%[57.5 µM]	-4%	-10%	i
O=C(C1CCN(S(=O)(=O)c2cccc3cccnc23)CC1)N1CCN(c2ccccc2)CC1	18%	5%	14%	-17%	9	-42%[inhibitor]	-1%	-9%	i
